rad50: NCI yeast anticancer drug screen, S. cerevisiae rad50 strain; actives 10% (n = 79,000); growth inhibition, % at 50 µM; AID 155;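 further: 0% = growth of vehicle-only cultures of the same strain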
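Relative growth inhibition (compound vs vehicle) was measured in yeast with a defined repair-gene alteration.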
mlh1 rad18: NCI yeast anticancer drug screen, S. cerevisiae mlh1 rad18 strain. growth inhibition, % at 50 µM. actives 11% (n = 79,000);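 further: 0% = growth of vehicle-only cultures of the same strain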
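A repair-deficient yeast strain is exposed to test compound, and growth is scored relative to vehicle-treated controls.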
yeast sgs1 mgt1: NCI yeast anticancer drug screen, S. cerevisiae sgs1 mgt1 strain. growth inhibition, % at 50 µM. AID 161. actives 10% (n = 78,000);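 further: 0% = growth of vehicle-only cultures of the same strain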
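Growth of a repair-deficient yeast mutant was monitored after compound treatment and expressed as inhibition relative to vehicle-treated cultures.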
bub3: NCI yeast anticancer drug screen, S. cerevisiae bub3 mutant strain | growth inhibition, % at 50 µM | actives 9.9% (n = 78,000) | AID 167;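 further: 0% = growth of vehicle-only cultures of the same strain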
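Part of a panel of yeast mutants defective in DNA damage repair or cell cycle regulation. Each strain is grown with compound, and inhibition is calculated relative to solvent-treated cultures.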
yeast cln2 rad14: NCI yeast anticancer drug screen, S. cerevisiae cln2 rad14 strain; growth inhibition, % at 50 µM; actives 8.3% (n = 78,000); AID 165;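 further: 0% = growth of vehicle-only cultures of the same strain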
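Readout is yeast growth inhibition versus vehicle-treated controls, using a strain with cln2 and rad14 alterations exposed to compound.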
yeast mec2-1: NCI yeast anticancer drug screen, S. cerevisiae mec2-1 strain | % growth inhibition at 50 µM | actives 9% (n = 79,000) | AID 157;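 further: 0% = growth of vehicle-only cultures of the same strain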
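Compounds were applied to mec2-1 yeast cells. Their growth was then compared with that of vehicle-treated cultures to give growth inhibition.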
Active calls of the source: *; & = joins results of further samples. No stated cut-off is given here; in the data, active means growth inhibition above about 70%; inactive means the rest. An excerpt, so the mix of outcomes need not match the whole.

Codes: A = rad50; B = mlh1 rad18; C = yeast sgs1 mgt1; D = bub3; E = yeast cln2 rad14; F = yeast mec2-1
[1] CCCCCCCCCCCCCCC/C=C\C(=O)O
  A: 15	B: 1	C: -3	D: 9	E: 10	F: -6
[2] Oc1cc(O)c2c(c1)OC(c1ccc(O)c(O)c1)C(O)C2c1c(O)cc(O)c2c1OC(c1ccc(O)c(O)c1)C(O)C2 (stereo unspecified)
  A: 3	B: -26	C: -16	D: -42	E: -35	F: -17
[3] Nc1cc(=O)[nH]c(N)n1
  A: 10	B: -22	C: -20	D: -5	E: -84	F: -24
[4] c1ccc(CNCCNCc2ccccc2)cc1
  A: 58&0	B: 46&-5	C: 51&14	D: 0&-12	E: -11&-57	F: -16&5
[5] Oc1cc2c(cc1O)C1c3ccc(O)c(O)c3OCC1(O)C2 (stereo unspecified)
  A: 22	B: 22	C: 23	D: 9	E: -1	F: 13
[6] C=CCCCCCCCCCCCCCCCCCC
  A: -4	B: 6	C: 3	D: -5	E: 6	F: -4
[7] C[C@H]1c2cccc(O)c2C(O)=C2C(=O)[C@]3(O)C(O)=C(C(N)=O)C(=O)[C@@H](N(C)C)[C@@H]3[C@@H](O)[C@@H]21
  A: 13	B: 3	C: 18	D: -11	E: 6	F: 2
[8] COC(=O)Nc1nc2ccc(C(=O)C3CC3)cc2[nH]1
  A: 30	B: -7	C: -8	D: 0	E: -1	F: 17

Assay outcomes: PubChem BioAssay, NCI
